Assay outcomes from PubChem BioAssay.
PglD inh = inhibitors of Campylobacter jejuni PglD acetyltransferase; purified PglD enzyme, DTNB colorimetric CoA detection; inhibition, % at 12.5 µM; 0.098% of 360,000 active; AID 602405; in the data active = inhibition above about 16%, passing the limit was not always enough; inconclusive = no clear call, values can overlap the other calls; note: strong numbers were not always called active
ERAP1 HTS inh = blocks human ERAP1 aminopeptidase activity; Q9NZ08; recombinant ERAP1, Leu-AMC fluorescence, 60 min; inhibition, % at 10.7 µM; 0.15% of 340,000 active; AID 652197;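 active = mean replicate inhibition of at least 30%, or all replicates individually reaching that 30% level; inactive = mean below 30% and not every replicate reaching it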;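 note: 0% = neutral control wells and 100% = L-leucinethiol positive control wells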
Target sequence (Q9NZ08 whole entry, looked up): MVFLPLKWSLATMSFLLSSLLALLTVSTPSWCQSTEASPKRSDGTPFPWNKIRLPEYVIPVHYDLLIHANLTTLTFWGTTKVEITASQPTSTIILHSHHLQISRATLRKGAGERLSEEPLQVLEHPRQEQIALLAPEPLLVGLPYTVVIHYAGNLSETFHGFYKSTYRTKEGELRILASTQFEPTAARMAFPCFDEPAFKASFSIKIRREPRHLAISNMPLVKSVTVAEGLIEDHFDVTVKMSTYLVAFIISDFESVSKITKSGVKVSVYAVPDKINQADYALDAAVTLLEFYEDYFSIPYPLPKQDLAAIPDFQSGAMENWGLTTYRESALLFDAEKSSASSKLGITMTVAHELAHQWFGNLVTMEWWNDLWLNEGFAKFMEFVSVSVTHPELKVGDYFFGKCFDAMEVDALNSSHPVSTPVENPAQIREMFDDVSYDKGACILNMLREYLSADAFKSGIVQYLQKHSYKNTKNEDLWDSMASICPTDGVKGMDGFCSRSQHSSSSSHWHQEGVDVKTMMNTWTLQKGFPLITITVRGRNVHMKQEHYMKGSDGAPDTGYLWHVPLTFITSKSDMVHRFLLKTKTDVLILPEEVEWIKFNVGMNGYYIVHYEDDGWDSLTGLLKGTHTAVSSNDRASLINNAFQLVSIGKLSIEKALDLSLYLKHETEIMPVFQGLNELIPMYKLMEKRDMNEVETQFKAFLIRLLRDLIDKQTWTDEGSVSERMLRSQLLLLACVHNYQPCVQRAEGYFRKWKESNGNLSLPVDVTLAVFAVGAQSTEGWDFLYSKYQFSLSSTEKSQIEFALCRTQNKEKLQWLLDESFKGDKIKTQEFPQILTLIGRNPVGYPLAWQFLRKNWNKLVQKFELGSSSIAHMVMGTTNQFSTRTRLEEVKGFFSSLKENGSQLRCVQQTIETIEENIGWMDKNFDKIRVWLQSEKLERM
EWS-Fli inh = inhibitors of EWS/Fli oncoprotein transcriptional activity; inhibition, % at 12.6 µM; AID 651661; 0.67% of 350,000 active; A673 NR0B1-luciferase reporter, viability-normalised;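 active = mean inhibition of at least 50% after viability correction, with every replicate also passing that limit; inconclusive = mean reaches 50% but only one of two replicates passes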;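 note: firefly luciferase signal divided by Alamar Blue viability fluorescence both relative to DMSO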
PGC1a acetyl inh = lowers PGC1a acetylation signal in U2OS cells. AlphaScreen anti-acetyl-lysine; with virally co-expressed GCN5 acetyltransferase. AID 651687. inhibition, % at 15.6 µM. 0.17% of 350,000 active;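 active = every replicate shows inhibition of at least 40%; inconclusive = mean inhibition at least 40% but some replicate below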;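 note: 0% = neutral control wells and 100% = positive control wells; some results beyond the cut were filed as inactive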
PAX8 reporter = PAX8 transcriptional activity inhibition; RMG-I TPO-luciferase reporter, SteadyGlo, 24 h; inhibition, % at 12.6 µM; 1.2% of 360,000 active;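 active = mean replicate inhibition at least 60% with every replicate also reaching 60%; inconclusive = only one of the two criteria is met; inactive = mean below 60% and not all replicates reaching 60%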;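 note: luciferase light reporting Pax8 driven TPO promoter activity; plate controls were median of neutral control wells for no effect and mitoxantrone controls for full effect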
LGR2 inh = blocks bursicon-induced cAMP signaling via Drosophila LGR2 | HEK293 LGR2, CRE-luciferase, bursicon-stimulated, 4 h | inhibition, % at 9.99 µM | 0.35% of 380,000 active | AID 720647;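 active = drop in luminescence signal, shown as inhibition above about 50% in the replicate tests, limit read from the data, passing the limit was not always enough; inconclusive = probably only some replicates passing the limit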;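 note: agonist challenge used bursicon conditioned medium at about half maximal strength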
S100A4 MyoIIA = inhibitors of human S100A4 binding to myosin IIA peptide; inhibition, % at 10.7 µM; P26447; S100A4/TAMRA-MyoIIA peptide fluorescence polarization; 0.14% of 360,000 active;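 active = mean inhibition of at least 70% across replicates, with every replicate also reaching that level; inconclusive = mean inhibition reaches 70% but some replicates fall short; inactive = mean inhibition below 70%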
Target sequence (P26447 whole entry, looked up): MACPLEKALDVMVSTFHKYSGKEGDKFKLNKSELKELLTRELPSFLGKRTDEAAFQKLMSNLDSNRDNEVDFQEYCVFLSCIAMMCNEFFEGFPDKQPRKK
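Test system – S100A4 monomer (human) · Compound – single-point compound testing · Schedule – 5 min incubation before reading · Probe or stimulus – TAMRA-labelled myosin IIA heavy-chain peptide probe, 5 nM · Benchmarks – neutral control DMSO, positive control TFP · Medium – Calcium-containing HEPES buffer, pH 7.2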
FN deposition inh = fibronectin deposition inhibition. 0.086% of 350,000 active. inhibition, % at 12.6 µM. AH1F fibroblasts, Alexa488-fibronectin deposition fluorescence, overnight;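 active = mean inhibition across replicates of 30% or more, regardless of how many single replicates reach that level; inconclusive = mean under 30% yet at least half of replicates reach 30%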;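 note: positive control wells lacked labelled fibronectin entirely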
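Schedule: 1 h cell adhesion before compound, then overnight fibronectin incubation; test system: AH1F fibroblast monolayer depositing Alexa488-labelled fibronectin into matrix; quantity: 10000 AH1F cells per well; probe or stimulus: fluorescent fibronectin at 24 nM final; signal: fluorescence, ex 485 nm, em 525 nm; evaluation: percent inhibition as loss of matrix-bound fibronectin fluorescence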
The depositor's hits bear a star; u = inconclusive; x = no result given; & = joins results of further samples.

SMILES	PglD inh	ERAP1 HTS inh	EWS-Fli inh	PGC1a acetyl inh	PAX8 reporter	LGR2 inh	S100A4 MyoIIA	FN deposition inh
CN(Cc1ccccc1)C(=O)c1cccc(N2C(=O)C3CC=CCC3C2=O)c1 (centres undefined)	-3	3	10	x	-7	3	-4	6
C[C@@H]1CN([C@H](C)CO)C(=O)c2cccc(NS(=O)(=O)c3ccc(Cl)cc3)c2O[C@H]1CN(C)S(=O)(=O)c1ccc(Cl)cc1	6	1	-2	5	-16	-2	1	x
CC1(C(=O)O)CCCN(C(=O)/C=C/c2ccccc2)C1 (centres undefined)	1	0	2	8	7	-12	-1	11
Cc1cc(=O)n2nc(N3CCCC(C(=O)NCCCN4CC(C)CC(C)C4)C3)sc2n1 (centres undefined)	0	-2	7	0	2	-4	1	2
COc1ccc(NC(=O)C(c2ccncc2)n2c(=O)c(-c3ccco3)nc3ccccc32)cc1 (centres undefined)	x	-3	-6	x	-4	-45	-3	-2
O=C(Nc1nnc(C2CC2)s1)C1Cc2ccccc2CN1S(=O)(=O)c1ccccc1F (centres undefined)	x	3	-58	x	x	-27	-1	x
COC(=O)c1ccc(C)c(NS(=O)(=O)c2ccc(NC(C)=O)cc2)c1	3	1	2	-8	x	5	-6	x
COc1ccc(CCNC(=O)c2cc3c(=O)n4cccc(C)c4nc3s2)cc1OC	-2	-15	10	12	-6	-7	-22	4
O=C1COc2ccc(C(=O)NCc3ccc4c(c3)OCO4)cc2N1	-6	x	x	6	x	-3	x	-1
C[C@H](CO)N1C[C@H](C)[C@H](CN(C)C(=O)NC2CCCCC2)Oc2ncc(C#Cc3ccccc3)cc2C1=O	5	1	u	-2	x	x	13	x
N#CCCN(C(=O)CN1CCN(S(=O)(=O)c2ccc3c(c2)OCCO3)CC1)c1ccc(F)cc1	-1	-1	-4	8	12	6	-4	5
CCC1CCCCN1C(=O)CCc1nnc(C2CCCCC2)o1 (centres undefined)	-2	4	-34	-3	-33	-23	3	1
C[C@H]1CN([C@@H](C)CO)S(=O)(=O)c2ccc(-c3cncnc3)cc2O[C@@H]1CN(C)C	-3	1	-5	13	x	25	1	x
COc1ccc(NC(=O)N(C)C[C@H]2OCc3ccccc3-c3c(n(C)c4ccccc34)C(=O)N([C@H](C)CO)C[C@H]2C)c(OC)c1	3	0	-2	-27	14	-5	-3	6
Nc1nonc1-n1nnc(C(=O)N/N=C/c2ccccc2O)c1CN1CCCC1	1	-3	-19	0	22	14	5	-12
O=C(C1=C[C@H](c2ccc(C(F)(F)F)cc2)C[C@H](OCc2ccc(CO)cc2)O1)N1CCN(Cc2ccccc2)CC1	-1&10	5	-5&2	1	12&26	-7	-20&-13	-6
Cc1oc(C(C)(C)C)cc1C(=O)Nc1ccc(N2CCOCC2)cc1	-7	x	0	6	-2	x	0	-7
C[C@@H]1CN([C@@H](C)CO)C(=O)Cc2cc(N(C)C)ccc2O[C@H]1CN(C)C(=O)NC1CCCCC1	2	1	3	0	19	-6	0	-14
CCOC(=O)c1c(NC(=O)COC(=O)c2cc(OC)c(OC)cc2[N+](=O)[O-])sc(C)c1C	x	-1	3	x	3	1	-5	-6
CC(=O)N1CC2(C1)[C@H](c1ccc(-c3cccc(F)c3)cc1)[C@@H](CO)N2CC1CCOCC1	x	1	-1	-4	11	8	11	x

Taken from the listing, 4 compounds:
SMILES	PglD inh	ERAP1 HTS inh	EWS-Fli inh	PGC1a acetyl inh	PAX8 reporter	LGR2 inh	S100A4 MyoIIA	FN deposition inh
CC1(C(=O)O)CCCN(C(=O)/C=C/c2ccccc2)C1 (centres undefined)	1	0	2	8	7	-12	-1	11
Cc1cc(=O)n2nc(N3CCCC(C(=O)NCCCN4CC(C)CC(C)C4)C3)sc2n1 (centres undefined)	0	-2	7	0	2	-4	1	2
COc1ccc(NC(=O)C(c2ccncc2)n2c(=O)c(-c3ccco3)nc3ccccc32)cc1 (centres undefined)	x	-3	-6	x	-4	-45	-3	-2
O=C(Nc1nnc(C2CC2)s1)C1Cc2ccccc2CN1S(=O)(=O)c1ccccc1F (centres undefined)	x	3	-58	x	x	-27	-1	x

(further entries)
SMILES	PglD inh	ERAP1 HTS inh	EWS-Fli inh	PGC1a acetyl inh	PAX8 reporter	LGR2 inh	S100A4 MyoIIA	FN deposition inh
OC(c1cc(F)cc(Cl)c1)c1ncc(-c2ccc3ccccc3c2)[nH]1 (centres undefined)	8	0	1	1	-37	-2	-10	2
C[C@@H]1CN([C@H](C)CO)C(=O)c2cc(NC(=O)CCC(F)(F)F)ccc2O[C@@H]1CN(C)C(=O)Nc1cccc2ccccc12	2	2	-1	-6	17	-5	-1	x
Cc1ccc(NC(=O)C2CCCN(S(=O)(=O)c3ccc4[nH]c(=O)ccc4c3)C2)nc1 (centres undefined)	5	1	1	-8	0	-5	1	9
Cc1ccccc1S(=O)(=O)N1[C@H](CO)[C@@H](c2ccc(C#CC3CCCC3)cc2)[C@@H]1C#N	x	-2	3	x	x	-12	-3	-11
O=C(C[C@@H]1C=C[C@@H](NC(=O)c2ccncc2)[C@H](CO)O1)NCc1ccncn1	x	1	x	6	-27	-1	4	x
CCNC(=O)C[C@@H]1CC[C@@H](NC(=O)C2CC2)[C@H](CO)O1	-1	0	6	-15	20	4	-4	3
O=C(Nc1ccc2c(c1)CCC2)Nc1ccccc1Cl	-3	0	-108	x	-311	-129	-2	3
COc1ccc(NC(=S)N2CCN(S(C)(=O)=O)CC2)cc1	2	-1	x	x	-15	-4	-2	4
O=C1c2ccccc2COc2ccc(O)cc21	2	x	x	-3	-39	x	x	4
C1CC1Cc1noc(CN2CCN(C3C4CC5CC(C4)CC3C5)CC2)n1 (centres undefined)	x	-3	7	x	-13	-14	-7	0
COC1(C2=NCCN2)COc2ccccc2O1 (centres undefined)	2	-3	0	-6	-8	8	11	-4
Cc1cccc(N2CCc3c2nc2ccc(Br)cc2c3N)c1	-7	4	-23	-3	x	-26	2	x
COc1cccc(C(=O)Nc2nnc(S(=O)(=O)N3CCCC3)s2)c1	-7	1	x	-7	-33	-7	3	2
COCCN(C(=O)COC(=O)C1(C)CC1(Cl)Cl)c1c(N)n(Cc2ccccc2)c(=O)[nH]c1=O (centres undefined)	0	7	6	-5	6	-1	0	-9
C[C@@H]1CCCCO[C@H](CN(C)Cc2ccccc2)[C@H](C)CN([C@@H](C)CO)C(=O)c2cc(NC(=O)Nc3cccc4ccccc34)ccc2O1	0	-1	8	-20	21	0	1	-7
Cc1cc(C)cc(NC(=O)CSc2ccc(-c3ccccn3)nn2)c1	-1	3	x	7	17	-9	1	x
CN(c1ccccc1)c1cc(=O)[nH]c(=O)[nH]1	x	3	5	x	52	-2	-2	-1
C=CCN1C(=O)C(CC(=O)Nc2ccccc2F)S/C1=N\c1nccs1 (centres undefined)	1	2	3	u	-13	-9	-16	-2
CO[C@H]1CN(C)C(=O)c2cc(NC(=O)NC(C)C)ccc2OC[C@H](C)N(Cc2ccccc2)C[C@@H]1C	4	-1	-5	-28	22	-1	-12	-11
CC1Cc2nc(SCC(=O)c3ccccc3)n(Cc3ccccc3)c(=O)c2S1 (centres undefined)	-3	1	-4	x	-5	-54	-3	8
C[C@H]1CN([C@@H](C)CO)C(=O)Cc2cc(NC(=O)Cc3ccccc3)ccc2O[C@@H]1CN(C)C(=O)Nc1ccccc1	9	-2	-5	-12	2	-1	-3	x
C[C@H](CO)N1C[C@H](C)[C@@H](CN(C)CC2CCOCC2)Oc2ncc(C#Cc3ccncc3)cc2C1=O	-4	2	-2	-9	x	4	-39	-21
COc1ccccc1-c1ccc2c(c1)[C@@H]1[C@@H](CCN1S(=O)(=O)c1cn(C)cn1)[C@@H](CO)N2	-1	-1	-21	-1	3	-47	-11	-4
COc1ccc(Cc2nnc(NC(=O)c3ccccc3Cl)s2)cc1OC	2	1	0	-6	-2	-3	2	-2
CCCCc1c(O)nc(SCC(=O)N2CCOCC2)n(-c2ccc(C)cc2)c1=O	0	1	8	2	-15	-1	-3	-9
COc1cc2ccccc2cc1C(=O)Nc1ccc(C)cc1	2	-2	-97	x	-91	-69	-1	6
O=C(COc1coc(CN2CCN(c3cccc(Cl)c3)CC2)cc1=O)NC1CCCC1	-1	-1	-7	18	12	3	-1	-3
O=CN1CCCN(Cc2nc(-c3cccc(Cl)c3)no2)CC1	x	0	-22	x	-19	-19	2	-3
CO[C@@H]1CN(C)C(=O)c2cc(NS(=O)(=O)CC(F)(F)F)ccc2OC[C@H](C)N(C(=O)NC(C)C)C[C@H]1C	-2	2	-1	13	-6	-13	-20	4
C/C(=N\NC(=O)Cc1ccccc1)c1ccc(Br)s1	-1	-1	-24	2	-33	-15	-5	3
Nc1[nH]c(C(=O)c2ccccc2)c(-c2cccc3ccccc23)c1C(=O)c1ccc(Br)cc1	x	2	5	x	-7	11	-12	-1
COc1cc(/C=C2\SC(=S)N(NC(=O)c3ccccc3O)C2=O)ccc1O	-5	2	-4	6	26	3	-13	2
N#C[C@H]1[C@H](c2ccccc2-c2cccc(F)c2)[C@H](CO)N1C(=O)CN1CCOCC1	x	0	0	8	x	10	5	-2
O=C1CCCN1Cc1ccccc1	0	0	-7	-16	-14	11	3	-3
Cc1cc(C(F)(F)F)nc(SCCN2CCOCC2)c1C#N	x	0	-3	6	0	-44	2	-5
N#C/C(=C(/O)c1ccc([N+](=O)[O-])s1)c1nc2ccccc2[nH]1	-2	1	-19	0	20	22	-1	-6
CSc1ccc(OC2CCCCC2NS(=O)(=O)c2ccc(Cl)cc2)cc1 (centres undefined)	x	0	-2	x	6	-3	-3	11
NC(=O)C[n+]1cccc(CNC(=O)c2ccc(OC(F)F)cc2)c1	-3	-7	10	x	2	1	3	4
C[C@@H]1CN([C@@H](C)CO)C(=O)CCCn2nncc2CO[C@H]1CN(C)Cc1ccccc1C(F)(F)F	-1&0&1	-5&-1	6&-3&6	-10&-6&-16	4&11	-1&-5	-2&9&8	-14&5
O=C(Nc1ccc(Br)cc1Br)c1cccc2c1C(=O)N(C1CCCCC1)C2	-4	5	8	17	26	3	-1	-9
Cc1nc(NC(=O)COc2ccccc2)sc1C(=O)Nc1ccccc1	0	x	x	-9	-10	x	x	-3
C[C@H]1CCCCO[C@@H](CN(C)C(=O)CCC(F)(F)F)[C@@H](C)CN([C@@H](C)CO)C(=O)c2cc(NC(=O)NC3CCCCC3)ccc2O1	4	0	6	-1	x	10	-1	x
O=[N+]([O-])c1cccc(NC(=S)Nc2nc(-c3ccccc3Cl)cs2)c1	3	-5	7	x	34	22	3	x
CCCS(=O)(=O)NC(=O)C1(C)CCN(C(=O)COCc2ccccc2)C1 (centres undefined)	4	9	-11	-14	9	14	-4	1
C[C@@H]1CN([C@@H](C)CO)C(=O)c2c(c3ccccc3n2C)-c2ccccc2CO[C@H]1CN(C)Cc1cccc(C(=O)Nc2ccccc2N)c1	x	0	2	-7	26	-11	1	5
CCCCCNC(=O)C(c1ccccc1)n1c(=O)c(-c2cc3ccccc3[nH]2)nc2ccccc21 (centres undefined)	x	-2	8	x	8	-13	-1	-1
Cc1ccc(S(=O)(=O)N(C)C)cc1NC(=O)COC(=O)c1c(-c2ccccc2)noc1C	x	-6	11	-1	9	0	-1	2
CCOC(=O)c1ccc(NC(=S)N2CCCC(C(=O)OCC)C2)cc1 (centres undefined)	-6	0	-2	-22	13	14	8	-2
